Bioassay records deposited in PubChem BioAssay by National Center for Advancing Translational Sciences (NCATS).
TbPYK inhibitor – qHTS of Trypanosoma Brucei Inhibitors; TbPYK enzyme, Kinase-Glo Plus ATP luminescence, 45 min; 0.12% of 410,000 active; pyruvate kinase (Trypanosoma brucei), Q57TT1; AID 624173, 2012; Potency, µM (doses to about 76.8 µM), without a hit: at the highest dose activity, negative = inhibition, actives largely listed as inhibitors; active means well fitted inhibition curve with a large enough effect; further: nearly all actives have a fitted effect of over 50% in size
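Quantitative HTS: titrated library compounds versus trypanosomal pyruvate kinase in TEA buffer (pH 7.2) containing KCl, MgCl2, BSA and Tween-20. Reactions were initiated with ADP, 130 uM final. Kinase-Glo Plus luminescence was read after 45 min at RT.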
The depositor's hits bear a star; [ ] = remark or other dose. On the % scale 0 is the no-effect control and ±100 the full control effect; potency means the concentration at half of the fitted maximal effect.

SMILES | TbPYK inhibitor
O=C1NC[C@H](CCCCN2C[C@H](Cc3ccccc3)N(CC3CCCCC3)C(=O)C2=O)N(CCC2CCCCC2)C1=O | -6%
O=C(c1csnn1)N1CCC2(CC1)CCN(c1ccccc1)CC2 | 1%
CN(C)CCCn1c2c(c(SCC(=O)Nc3ccc4c(c3)OCCO4)nc1=O)CCCC2 | 7%
COC(=O)c1sc(NC(=O)c2cnccn2)c(C(=O)OC)c1C | -4%
Cc1cc(C)cc(NC(=O)C2CCN(S(=O)(=O)c3cccc(-c4noc(C)n4)c3)CC2)c1 | 1%
O=C(NCc1ccc(F)cc1)c1cc(C2CCCCN2C(=O)CCCc2ccccc2)on1 (stereo not drawn) | -7%
Cc1ccccc1CNC(=O)CCc1cn(Cc2ccccc2C)c2ccccc12 | 1%
CCCc1cc(C(=O)OCC(=O)NCCc2ccccc2)sc1C | -6%
CCc1ccc(Sc2cc(C(=O)O)c3ccccc3n2)cc1 | 4%
Cc1nn(CCCC(=O)NCc2cccc(Cl)c2)c(=O)c2c1sc1ccccc12 | -8%
CCOC(=O)C1CCN(C(c2ccc(SC)cc2)c2c(O)cc(C)n(Cc3ccco3)c2=O)CC1 (stereo not drawn) | -7%
Cc1cccc(C)c1OCC(=O)N(Cc1ccccc1F)C1CCS(=O)(=O)C1 (stereo not drawn) | 5%
C1CNCCN1 | 0%
CC(C)(C)S(=O)N1Cc2cc(C(=O)NCC(F)(F)F)nc(-c3cccc(-c4cccc(F)c4)c3)c2[C@@H]1CCO (stereo partly drawn) | 6%
O=c1oc2ccc3ccccc3c2cc1-c1nnc(Nc2cccc(F)c2)s1 | 26%
CC(C)(C)C(=O)Nc1ccc(N2CCN(C(=O)c3cccs3)CC2)cc1 | -9%
Cc1ccc(CSc2nnc(-n3c(=O)c(C#N)cc4c(=O)n5cc(C)ccc5nc43)s2)cc1 | 6%
Cc1cc(C(=O)N2CCC2(C)C(=O)NS(=O)(=O)c2cccc(Cl)c2)nn1C (stereo not drawn) | 1%
Cc1c([N+](=O)[O-])oc2c1C(=O)NCCC2 | -3%
CC1(C)C2CCC(CN)C1C2 (stereo not drawn) | 4%
COc1ccc(-c2nc3sc(CCNC(=O)C(=O)Nc4ccc(C)cc4C)c(C)n3n2)cc1 | -6%
CCOc1cc(C2C(C(=O)OC)=C(C)NC3=C2C(=O)c2ccccc23)cc(Br)c1OCC (stereo not drawn) | -2%
S=C(Nc1ccccc1)Nc1ccc2ccccc2c1 | -2%
Cc1cccc(C)c1-n1nnnc1C(c1ccccc1OC(F)(F)F)N1CCN(C/C=C/c2ccccc2)CC1 (stereo not drawn) | -8%
OCOCCCn1c(C2CCCN2c2nc(-c3ccc(F)cc3)cs2)nc2cc(Cl)c(N3CCCCC3)cc21 (stereo not drawn) | -18%
O=S1(=O)CC(N2CCCC2)CN1C1CCCC1 (stereo not drawn) | 2%
CN(C)c1cc2c(cc1NC(=O)c1ccc(F)cc1)n(C)c(=O)n2C | 3%
CCc1ccc([C@H]2[C@@H]3C(=O)C[C@@H]4C(=O)N(C5CCCCC5)C(=O)[C@@H]4[C@@H]3CN2S(=O)(=O)c2ccc(C)cc2)cc1 | 8%
O=C1COc2ccc(-c3cc(-c4ccc(F)cc4)c4c(n3)-c3cc(Cl)ccc3OC4)cc2N1 | -8%
O=C1Nc2cnc(Cl)nc2Nc2ccccc21 | -3%
O=C(COC(=O)C1=Cc2ccccc2OC1)NCc1ccc(F)cc1 | -13%
CCCC(=O)N1CCOCC1c1cc(C(=O)Nc2ccccc2)no1 (stereo not drawn) | -6%
Cc1noc(C)c1NC(=O)N(C)C[C@@H]1OCc2cnnn2CCCC(=O)N([C@@H](C)CO)C[C@@H]1C | -4%
Cc1ccc(C)c(C(O)c2ncc(-c3cccc4ccccc34)[nH]2)c1 (stereo not drawn) | 0%
CC1CCCCN1c1c(S(=O)(=O)c2ccc(Cl)cc2)cnc2ccccc12 (stereo not drawn) | 0%
O=C(NCc1ccco1)c1c(Cl)cccc1Cl | -3%
Cc1ccc(OCC(=O)Nc2ccc3nc(SCC(N)=O)sc3c2)cc1 | -1%
CCNC(=O)C1(C)CCN(C(=O)c2ccc(C(=O)OC)cc2)C1 (stereo not drawn) | -10%
CCOC(=O)N1CCN(Cc2nc3cc([N+](=O)[O-])ccc3n2C(C)C)CC1 | 4%
COc1ccc(Cc2c(-c3cccc(Cl)c3)nc3ccc(C)cn23)c(C)c1 | -4%
Fc1cccc(Cc2c(-c3cccc(Br)c3)nc3ccc(Br)cn23)c1 | 2%
OC[C@@H]1CN(CCN2CCOCC2)C[C@H](n2cnc3c(NC4CC4)ncnc32)O1 | 2%
COc1cc2c(c(OC)c1OC)-c1ccc(SC)c(=O)cc1C(NC(=O)C(F)(F)F)CC2 (stereo not drawn) | -14%
CC1(C)CC(=O)C=C(c2ccc(-c3cnn(Cc4ccccc4)c3)cc2)C1=O | 3%
COc1ccccc1CNC(=O)C1CCCN(c2nc3ccccc3n3cccc23)C1 (stereo not drawn) | -5%
NC(N)=NCCCS(=O)(=O)Nc1ccc(Nc2c3ccccc3nc3cc([N+](=O)[O-])ccc23)cc1 | 0%
CN(C(=O)c1cccc(NC(=O)Cc2ccc(NC(=O)C3CCN(C(=O)C4CC4)CC3)cc2)c1)C1CCCCC1 | 4%
CCc1cccc(NC(=O)Cn2c(=O)n(CCCCCC(=O)NCc3ccc(F)cc3)c(=O)c3sccc32)c1 | 0%
O=C(COC(=O)c1cccc(S(=O)(=O)N2CCCCC2)c1)NCc1cccc(Cl)c1 | -13%
CCOc1ccc(-n2cc(C(=O)Nc3cccc(C)n3)c3cc(OC)c(OC)cc3c2=O)cc1 | 5%

7 neighbouring records already listed, for reference:
SMILES | TbPYK inhibitor
CC1(C)CC(=O)C=C(c2ccc(-c3cnn(Cc4ccccc4)c3)cc2)C1=O | 3%
COc1ccccc1CNC(=O)C1CCCN(c2nc3ccccc3n3cccc23)C1 (stereo not drawn) | -5%
NC(N)=NCCCS(=O)(=O)Nc1ccc(Nc2c3ccccc3nc3cc([N+](=O)[O-])ccc23)cc1 | 0%
CN(C(=O)c1cccc(NC(=O)Cc2ccc(NC(=O)C3CCN(C(=O)C4CC4)CC3)cc2)c1)C1CCCCC1 | 4%
CCc1cccc(NC(=O)Cn2c(=O)n(CCCCCC(=O)NCc3ccc(F)cc3)c(=O)c3sccc32)c1 | 0%
O=C(COC(=O)c1cccc(S(=O)(=O)N2CCCCC2)c1)NCc1cccc(Cl)c1 | -13%
CCOc1ccc(-n2cc(C(=O)Nc3cccc(C)n3)c3cc(OC)c(OC)cc3c2=O)cc1 | 5%

Continued.
SMILES | TbPYK inhibitor
CC(=O)c1c(C)oc2c1cc(NS(=O)(=O)c1ccc(Br)cc1)c1ccccc12 | 18%
N#CC1(Nc2ccc(C(=O)O)cc2)CCCC1 | -7%
O=S(=O)(c1ccccc1)N1CCC[C@@]2(CCN(Cc3ccccc3)C2)C1 | -4%
COC(=O)CCCn1cc(CN2CC(N3CCN(Cc4ccccc4F)CC3)CS2(=O)=O)nn1 (stereo not drawn) | 0%
CCNC(=O)C1(C)CCCN(Cc2cccc3c2OCCO3)C1 (stereo not drawn) | 3%
CCCn1c(C)cc(C(=O)CN2C(=O)NC3(CCCCCC3)C2=O)c1C | -4%
CCOC(=O)C1=CCC2C(=O)N(CC)C(=O)C12 (stereo not drawn) | -16%
Cc1ccc(C2c3[nH]c4ccccc4c3CCN2C(=O)CCC2CCCC2)cc1 (stereo not drawn) | -5%
Cc1cc2c(cc1S(=O)(=O)Nc1cccc(C#N)c1)OCC(=O)N2 | 1%[15.4 µM]
CCN(CC)CCN(C)C(c1cc2ccccc2o1)c1nnnn1C(C)(C)C (stereo not drawn) | -2%
C[C@H]1CN([C@@H](C)CO)S(=O)(=O)c2ccc(Br)cc2O[C@H]1CN(C)C(=O)CCN1CCCCC1 | -3%
CC1CC(=O)N(CCc2ccccc2)C(=O)C1 | 6%
CCOc1ccc(-n2c(=O)c3c(C)c(C(=O)N(C)C)sc3n(CC(=O)Nc3c(C)cc(C)cc3C)c2=O)cc1 | -2%
Cc1cccc(OCC(=O)Nc2cc(-c3ccccc3F)nn2-c2ccccc2)c1 | 1%
O=[N+]([O-])c1ccc(CN2CC(N3CC=CC3)CS2(=O)=O)cc1 (stereo not drawn) | 2%
CC(C)(C)c1cc(C(C)(C)C)c(NC(=O)c2c[nH]c3ccccc3c2=O)cc1O | 0%
COc1ccc(NC(=O)C2Cc3c(-c4ccc5c(c4)OCO5)ccnc3O2)cc1 (stereo not drawn) | -4%
COc1ccc(CCNC(=O)c2ccc3c(c2)sc2nc(-c4ccc(C)cc4)cn23)cc1OC | 3%
O=C(C=Cc1cccs1)c1ccccc1 | 3%
CC(Sc1nc(-c2ccccc2)c(C#N)c(=O)[nH]1)C(=O)Nc1ccc(F)cc1 (stereo not drawn) | 1%

Reformatted in markdown: part of the list above
| Structure | TbPYK inhibitor |
| --- | --- |
| CCOc1cc(C2C(C(=O)OC)=C(C)NC3=C2C(=O)c2ccccc23)cc(Br)c1OCC (stereo not drawn) | -2% |
| S=C(Nc1ccccc1)Nc1ccc2ccccc2c1 | -2% |
| Cc1cccc(C)c1-n1nnnc1C(c1ccccc1OC(F)(F)F)N1CCN(C/C=C/c2ccccc2)CC1 (stereo not drawn) | -8% |

(next part)
SMILES | TbPYK inhibitor
O=c1c(-c2ccc(F)cc2)nc2cnc(Oc3ccccc3)nc2n1C[C@H]1CCCO1 | 1%
N#Cc1nc(COc2ccccc2Cl)oc1NCCc1ccccc1 | 2%
COc1ccc(-c2cnc3c(NC(C)=O)cc(-c4cccc(C(=O)N(C)C)c4)cn23)cc1OC | 1%
CCc1nc2ccc(C(=O)NCCNC(C)=O)cn2c1N(CCC(C)C)CCN(C)C | 3%
COc1ccc(OCCCCn2c(C3CC(=O)N(c4cccc(Cl)c4)C3)nc3ccccc32)cc1 (stereo not drawn) | 1%
COc1ccc(Cl)cc1N=C1NC(=O)CC(C(=O)Nc2ccccc2C(F)(F)F)S1 (stereo not drawn) | 0%
COc1cccc2c1cc1c(=O)n(CC(=O)N3CCN(c4ccccc4F)CC3)nc(C)n12 | 5%
C[C@@H]1CN([C@H](C)CO)C(=O)CCCn2cc(nn2)CO[C@H]1CN(C)C(=O)Nc1ccccc1C(F)(F)F | 6%
O=C(Nc1ccccc1Cl)c1cc(C2CCCCN2C(=O)c2ccccc2)on1 (stereo not drawn) | 1%
COc1ccc(S(=O)(=O)N(CC(=O)Nc2cccnc2)c2ccc(Cl)cc2)cc1 | 2%
O=C(NC1CCCCC1)c1ccc2c(c1)N(Cc1ccc(Cl)cc1)C(=O)c1ccccc1S2(=O)=O | -1%
Cc1nn(-c2ccccc2)c(-n2cccc2)c1C(=O)NCCc1ccc(Cl)cc1 | -6%
O=C1CC(c2nc3ccccc3n2CCCCOc2ccccc2)CN1c1ccccc1Cl (stereo not drawn) | 1%
COc1ccc(-c2nc(C)c(CCNC(=O)c3cc(OC)c(OC)c(OC)c3)s2)cc1OC | -4%
O=c1[nH]c2ccccc2n1C1CCN(C(c2ccnc3ccccc23)c2nnnn2-c2ccc3c(c2)OCCO3)CC1 (stereo not drawn) | -3%
CC(=O)SC1CC(=O)C=C2CCC3C4CCC(=O)OC4(C)CCC3C21C (stereo not drawn) | -1%
O=c1c2ccccc2n(Cc2ccccc2Cl)c(=O)n1CCc1ccccc1 | -4%
CC(=O)Nc1ccc(-c2ccnc3c2CC(C)(C(=O)NCc2ccncc2)O3)cc1 (stereo not drawn) | -3%
Cc1ccc(C)c(NC(=O)CN2C(=O)c3cccc4cccc2c34)c1 | 0%
COc1ccc(N(CC(=O)Nc2ccc(S(=O)(=O)N3CCOCC3)cc2)S(C)(=O)=O)cc1OC | -6%
CC1(C(=O)Nc2cccc3cccnc23)CCN1C(=O)Cc1ccc(Cl)cc1Cl (stereo not drawn) | 2%
CC1(C)O[C@H]2[C@@H](O1)[C@@H](C(=O)Nc1ccc(F)c(F)c1)O[C@@H]1OC(C)(C)O[C@@H]12 | 7%
CC(C)(C)c1ccc(-c2nc(SCC(=O)Nc3ccccc3F)n3[nH]c(=O)cc3n2)cc1 | 3%
CC(=O)[C@@]1(O)CC[C@H]2[C@@H]3C=C(Cl)C4=CC(=O)CC[C@]4(C)[C@H]3CC[C@@]21C | 2%
COc1ccc(C=CC(=O)C=CC=Cc2ccccc2)cc1 | 2%
CCOc1ccc(-n2c(C)nc3cc(C(=O)NC4CCCC4)ccc32)cc1 | -7%
CCC(=O)N(c1nnc(SC(C)C(=O)Nc2ccc(N3CCOCC3)cc2)s1)C1CC1 (stereo not drawn) | 4%
COc1ccc(C(=O)NNC(=O)c2cccc3ccccc23)cc1 | 4%
CCOc1cc(N2CCOCC2)c(OCC)cc1NC(=O)CN1C(=O)NC(C)(c2ccc(OC)cc2)C1=O (stereo not drawn) | -16%
Cc1ccccc1CNC(=O)C(=O)NCC(c1ccco1)S(=O)(=O)c1ccc(F)cc1 (stereo not drawn) | 2%

In another format: entries from further up
SMILES	TbPYK inhibitor
CC1(C)O[C@H]2[C@@H](O1)[C@@H](C(=O)Nc1ccc(F)c(F)c1)O[C@@H]1OC(C)(C)O[C@@H]12	7%
CCC(=O)N(c1nnc(SC(C)C(=O)Nc2ccc(N3CCOCC3)cc2)s1)C1CC1 (stereo not drawn)	4%
CC(=O)[C@@]1(O)CC[C@H]2[C@@H]3C=C(Cl)C4=CC(=O)CC[C@]4(C)[C@H]3CC[C@@]21C	2%

Continued:
SMILES | TbPYK inhibitor
COc1cc(Br)cc(C(=O)N2CCc3ccccc32)c1OC | -13%
CCOc1ccc(-c2cn(-c3ccc(OC)cc3)c(SCC(=O)Nc3ccccc3Cl)n2)cc1 | 1%
c1cc(-c2ccc3nncn3c2)ccc1CN1CCOCC1 | 2%
COc1cc(OC)c(NC2=C(c3ccc(C(F)(F)F)cc3)C(=O)c3ccccc32)cc1Cl | 1%
COC(=O)c1sccc1S(=O)(=O)N(CC(=O)NCc1ccccc1)c1ccccc1 | -4%
CN1CCCC1C(O)(c1ccccc1)c1ccccc1 (stereo not drawn) | 3%
CCCCOc1ccc(CNC(=O)Cn2ncn3c(cc4cc(F)ccc43)c2=O)cc1 | -8%

Some of the compounds tested; rates above refer to the full screens.
